# HepG2 viability: kills HepG2 cells in TGF-b inhibitor counter-screen. HepG2 CAGA-GFP viability, ATP luminescence, 18 h. Potency, µM (highest dose often 46.1 µM), without a hit: at the highest dose activity change, negative = cytotoxicity, hits mostly cytotoxic. 410,000 tested, 0.76% active. AID 588856; further: potency means the concentration at half of the fitted maximal effect; some results filed as inactive show a strong effect at the top dose
#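 HepG2 CAGA-GFP cells (1000/well, DMEM with 1% FBS) received compound, then TGF-beta at 500 pg/mL final, and were incubated 18 hours at 37 degrees C. Viability was read by CellTiter-Glo luminescence. Media-only wells were set as complete cell-killing and DMSO as no toxicity.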
# S2 tox: cell viability loss in ATXN counter-screen; S2 cells (HEK-293 line with an ATXN2-luciferase reporter) viability, CellTiter-Fluor protease fluorescence, 24 h; 400,000 tested, 0.49% active; Potency, µM (doses to about 56.7 µM), hits mostly cytotoxic; further: potency means the concentration at half of the fitted maximal effect; nearly all actives have a fitted effect of over 40% in size
# Nrf2 inh: blocks Nrf2 signaling; A549 ARE-Fluc reporter, luciferase luminescence, 18-24 h; Potency, µM (titrated, usually from 46 µM), without a hit: at the highest dose activity change, negative = inhibition, most hits filed as inhibitors; 360,000 tested, 2.1% active; further: potency means the concentration at half of the fitted maximal effect; on the % scale 0 is the no-effect control and ±100 the full control effect; nearly all actives have a fitted effect of over 60% in size
#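 Nrf2 function is reported as luminescence of an ARE-controlled luciferase in A549 cells. Compounds were tested at several concentrations, and a CellTiter-Fluor read on the same wells flagged cytotoxicity.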
# A549 tox: A549 cytotoxicity, counter-screen for Nrf2 inhibitors; 390,000 tested, 0.16% active; Potency, µM (titrated, usually from 46 µM), without a hit: at the top dose activity change, negative = cytotoxicity, actives largely listed as inhibitors; A549 ARE-Fluc cells, CellTiter-Fluor viability, 18-24 h; AID 504648; further: potency means the concentration at half of the fitted maximal effect; on the % scale 0 is the no-effect control and ±100 the full control effect
#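 Cytotoxicity counterscreen: CellTiter-Fluor fluorescence was measured in A549 ARE_Fluc cells after 18-24 h of compound exposure in a concentration series. The subsequent BugLite luminescent read reports ARE-luciferase activity.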
# ATXN2 expr inh: reduces ATXN2 reporter expression in HEK-293 cells; 360,000 tested, 0.72% active; HEK-293 ATXN2-luciferase reporter, luminescence, 24 h; Potency, µM (doses to about 57 µM), inactives show at the top dose activity change, negative = inhibition, actives largely listed as inhibitors; further: potency means the concentration at half of the fitted maximal effect; on the % scale 0 is the no-effect control and ±100 the full control effect; nearly all actives have a fitted effect of over 55% in size
#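 qHTS (up to 57 uM final) was run with 24 h compound exposure of reporter cells at 37 °C. Each well was multiplexed: SteadyGlo luminescence measured ATXN2-luciferase expression after a fluorogenic Gly-Phe-AFC viability readout (25 uM final).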
# TGFb SMAD3 inh: blocks TGF-b signaling; HepG2 CAGA-GFP TGF-b/SMAD3 reporter, GFP fluorescence, 18 h; TGF-beta stimulated, 500 pg/mL final; Potency, µM (top dose mostly 46.1 µM), without a hit: top-dose activity, negative = inhibition, most hits filed as inhibitors; 410,000 tested, 1.2% active; further: potency means the concentration at half of the fitted maximal effect; on the % scale 0 is the no-effect control and ±100 the full control effect; nearly all actives have a fitted effect of over 65% in size
#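 HEPG2 CAGA-GFP reporter cells (1000/well, DMEM with 1% FBS) received compounds, then recombinant TGF-beta at 500 pg/mL final for 18 hours at 37 degrees C. Per-cell GFP summed per well was normalised to unstimulated and stimulated DMSO controls before curve fitting.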
# MCF10A rereplic: induces DNA re-replication in MCF 10a normal breast cells. MCF 10A DNA re-replication, Hoechst nuclear intensity, 48 h. Potency, µM (titrated, usually from 46.1 µM), inactives show at the top dose activity, positive = re-replication, actives largely listed as activators. 350,000 tested, 2.9% active. AID 624296; further: potency means the concentration at half of the fitted maximal effect; % of control where 0% means no effect; nearly all actives have a fitted effect of over 50% in size
# IL1B secr inh: inhibitors of inflammasome signaling (IL-1 beta secretion). AID 743279. activity change, % at 57.5 µM. THP-1 LPS/ATP IL-1B secretion, AlphaLISA, 16 h; active compounds read low. 360,000 tested, 4.7% active; in the data active means activity change below about -50%; inconclusive means mostly about -30% to -49%; further: on the % scale 0 is the no-effect control and ±100 the full control effect
#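 Secreted IL-1B measured by AlphaLISA bead assay after 16 h compound exposure of THP-1 cells; compounds (final up to 57.5 uM) added 1 h before LPS (250 ng/mL) and ATP (1.25 mM) stimulation; lower signal means less secretion.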
# Nrf2 ARE act: activates Nrf2 signaling; AREc32 ARE-luciferase reporter (MCF7-derived line), luminescence, 24 h; Potency, µM (doses to about 46.1 µM), for the others: at the highest dose activation, actives largely listed as activators; 410,000 tested, 0.31% active; further: potency means the concentration at half of the fitted maximal effect; % of control where 0% means no effect; nearly all actives have a fitted effect of over 65% in size
#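 Luminescent ARE reporter assay in AREc32_Fluc cells: overnight plating at 37 deg C, 24 hr compound incubation, Steady-Glo added, 30 min RT before reading.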
# Numbers without * were called inactive; i = inactive; ? = inconclusive; · = not tested or not shown; [ ] = dose if it differs, or a comment. Unless noted, the call rests on the fitted dose curve; in most records, active means well fitted curve in the direction sought with a large enough effect; inconclusive means small, poorly fitted or top-dose-only effect, or another doubt; inactive means no such curve, though single readings can be large; an effect the other way counts as inactive or inconclusive.
SMILES,HepG2 viability,S2 tox,Nrf2 inh,A549 tox,ATXN2 expr inh,TGFb SMAD3 inh,MCF10A rereplic,IL1B secr inh,Nrf2 ARE act
CC(=O)Nc1ccc(NC(=O)COc2ccc(S(=O)(=O)N3CCCC3)cc2C)cc1,7%,i,?,-8%,9%,5%,0%,-10,-0.2%
S=C(Nc1ccc(Cl)cc1)Nc1ccc2c(c1)OCCO2,-33%,i,-14%,-7%,13%,-25%,11%,-8,-0.3%
COc1ccccc1CNC(=S)NCc1ccc(Cl)cc1,-39%,i,6%,5%,?,?,8%,7,-0.4%
O=C1COc2ccccc2CN1,3%,i,·,9%,-4%,-8%,3%,0,-0.5%
CO/N=C(/CS(=O)Cc1ccc(Cl)cc1)c1ccc(Cl)cc1 (stereo unspecified),-10%,i,?,-6%,-14%,1%,?,?,0.8%
Cc1ccccc1SCC(=O)NNC(=O)c1ccncc1,-14%,i,-14%,-22%,-21%,0%,3%,12,-0.7%
CC(=O)c1ccccc1OC(=O)COc1ccc([N+](=O)[O-])cc1,-1%,i,2%,-2%,-3%,0%,-2%,-6,-0.2%
CN(C)CCCN1C(=O)C2CCc3[nH]c4ccccc4c3C2C1=O (stereo unspecified),-2%,i,?,12%,·,0%,2%,0,0.7%
Cc1cc(-c2nnc(SCC(=O)NC3CCCC3)o2)no1,10%,i,-4%,2%,9%,-1%,-6%,11,0.4%
COc1ccc(NS(=O)(=O)NC(=O)c2c[nH]c3ccccc23)cc1,-2%,?,-2%,2%,·,-6%,-1%,9,-0.1%
O=c1c(-c2ccccc2)coc2c(CN3CCOCC3)c(O)ccc12,10%,i,19%,1%,6%,4%,-5%,-3,-0.5%
CC1CCc2nc(NC(=O)CCSc3ccccc3)sc2C1 (stereo unspecified),-10%,i,2%,?,-2%,-11%,2%,-12,0.5%
CC(=O)Nc1c(O)nc(SCC(=O)N2CCCCC2)[nH]c1=O,-24%,i,4%,-6%,0%,-17%,-4%,15,1.8%
Cc1cccc(C)c1NC1=C(Cl)C(=O)OC1OC(=O)c1ccccc1 (stereo unspecified),7%,i,5%,-1%,7%,1%,15%,6,16%
Cc1nnc(NC(=O)C2CC(=O)N(C(C)c3ccccc3)C2)s1 (stereo unspecified),5%,i,-4%,-1%,8%,-9%,-1%,16,-0.5%
COc1cc(OC)c(NC(=O)c2nn(C)c3c2COc2ccccc2-3)cc1Cl,-4%,·,?,6%,·,-5%,·,·,0.4%
CCCCCCOc1ccc(C(=O)O)cc1,3%,i,5%,-1%,0%,7%,6%,4,0.4%
COc1ccc(C[C@@H]2CN3C(=NC[C@@H]3C)N2CCNC(=O)c2ccc(C)c(Br)c2)cc1,-35%,?,12%,-19%,-14%,-14%,0%,?,-1.8%
C=CCN(CC=C)C(=S)NC(=O)/C=C/c1ccc(C)cc1,-4%,i,-1%,1%,7%,-30%,-1%,3,-0.8%[9.22 µM]
Cc1ccc(Cl)cc1N1CCN(C(=O)c2cc(S(=O)(=O)N3CCCC3)cn2C)CC1,-15%,·,14%,8%,·,?,·,·,-1.0%
CN(C)/C=N/c1c(C#N)cnn1-c1ncnc2sc(-c3ccccc3)cc12,3%,i,-8%,-7%,1%,?,?,-16,?
CCC(=O)OC1(C)C(=O)C2=COC(c3ccc(OC)cc3)=CC2=C(Br)C1=O (stereo unspecified),3%,?,8%,-10%,-11%,?,?,33,2.6%
CCN(CC)S(=O)(=O)c1cc(C(=O)Nc2ccncc2)ccc1Cl,-33%,i,?,-12%,-22%,?,1%,-56*,3.3%
Cc1c(Cl)cccc1NC(=S)NCCc1ccc(Cl)cc1,-17%,?,3%,10%,?,?,16%,·,-0.7%
Cc1ccc(C)c(N2C(=O)CC(Cc3ccc(Cl)cc3)C2=O)c1 (stereo unspecified),-13%,i,?,1%,-21%,-7%,3%,-5,0.1%
Cc1cccc(S(=O)(=O)N(C)C[C@H]2OCc3cnnn3CCCC(=O)N([C@H](C)CO)C[C@@H]2C)c1,-52%,?,·,·,10%,?,·,-16,0.0%
COc1cccc(/C=N/NC(=O)c2[nH]nc3c2CCc2ccccc2-3)c1O,-26%,?,-22%,-1%,?,?,?,71,2.0%
CCOC(=O)CN1C(=O)C(CC)Oc2ccc(Cl)cc21 (stereo unspecified),-10%,i,·,12%,-21%,10%,-10%,-13,0.2%
O=[N+]([O-])c1ccc(COc2ccc(-c3[nH]ncc3-c3ccc(Cl)cc3)c(O)c2)cc1,-87%,?,?,-9%,?,?,23µM*,-92*,0.0%
Cc1cccc(-n2ccnc2SCC(=O)Nc2cc(C(F)(F)F)ccc2Cl)c1,-14%,i,·,19%,-26%,3%,·,·,-0.4%
Nc1ncnc(Sc2ccc(Cl)cc2)c1[N+](=O)[O-],-37%,i,?,-17%,1%,-7%,?,?,?
CCOC(=O)CC(NC(=O)Cn1nnc(-c2ccccc2)n1)c1ccc(OC)cc1 (stereo unspecified),-19%,i,-4%,0%,-2%[11.3 µM],-15%,4%,31,-0.4%
O=C(c1ccccc1Cl)N1CCSCC1,-28%,i,-4%,3%,3%,-2%,-3%,·,2.3%
N#C/C(=N\Nc1ccccc1)C(=N)N1CCCCCC1,-14%,?,?,-13%,36%[activator],-17%,8%,0,0.5%
C=CCc1cccc(CNc2ccc(S(=O)(=O)Nc3nccnc3OC)cc2)c1O,-8%,i,-3%,12%,-2%,19%,-8%,14,-1.1%
O=C(NCCCN1CCOCC1)c1cc(C(=O)C2CC2)c[nH]1,-5%,?,7%,-5%,4%,0%,6%,18,0.4%
CN(C)c1ccc(Cl)cc1N,1%,i,?,-1%,2%,18%,7%,8,-0.6%
O=C(CCN1C(=O)[C@@H]2Cc3ccccc3CN2C1=O)NCCc1ccccc1,4%,?,-9%,-7%,·,8%,-5%,-11,-0.9%
CC(=O)Nc1ccc(S(=O)(=O)N2CCSC2c2ccccc2Cl)cc1 (stereo unspecified),5%,i,-27%,-5%,4%,-8%,-1%,12,0.3%
O=C(Cn1nnc(-c2ccccc2Cl)n1)N1CCCCC1,0%,i,?,-10%,36%,-14%,0%,2,3.4%
COc1ccc(/C(CC2OC(=O)c3ccccc32)=N\NC(N)=O)cc1 (stereo unspecified),8%,i,-3%,-4%,·,-3%,-2%,25,11%
O=C1C2C3CC(C(Br)C3Br)C2C(=O)N1CC1CCCO1 (stereo unspecified),-13%,i,3%,2%,-24%,-5%,-2%,14,-1.0%
CNC(=S)Nc1ccccc1-c1ccccc1,-2%,i,6%,13%,-8%,0%,3%,i,0.3%
COc1ccc(OC)c(NS(=O)(=O)c2ccc(NC(=O)c3ccc(NS(C)(=O)=O)cc3)cc2)c1,-6%,i,?,-9%,-16%,?,?,5,0.0%
C=CCOC(=O)C1=C(C)OC(N)=C(C#N)C1c1ccccc1F (stereo unspecified),-17%,i,·,5%,-1%,-21%,3%,-18,18%
Cc1ccc(NC(=O)c2c(C)oc3ccc(O)c(CN4CCCC4)c23)c(C)c1,0%,i,13%,1%,-18%,10%,·,·,0.5%
CNC(=O)c1cc2c(=O)n3cc(C)ccc3nc2n(C(C)C)c1=N,-2%,·,1%,?,-19%,14%,7.1µM*,-3,-0.2%
Cc1ccc(N2CN(CCC3=CCCCC3)CNC2=S)cc1,-24%,i,-23%,0%,·,?,2%,0,-1.0%
CCOC(=O)c1ccn(-c2nc(-c3ccco3)cc(C(F)(F)F)n2)n1,1%,i,4%,-2%,-9%,-3%,-3%,0,0.0%
NC(=O)c1ccc(C(=O)N/N=C/c2cccc(Oc3ccccc3)c2)cc1,11%,i,21%,-1%,4%,?,3%,-4,1.3%
# The list continues.
SMILES,HepG2 viability,S2 tox,Nrf2 inh,A549 tox,ATXN2 expr inh,TGFb SMAD3 inh,MCF10A rereplic,IL1B secr inh,Nrf2 ARE act
O=C1N(CN2CCN(Cc3ccccc3)CC2)c2ccccc2C12OCCCO2,1%,i,8%,4%,-2%,-8%,?,-1,0.1%
O=C(Nc1ccc2c(c1)OCO2)c1nn(-c2ccccc2)c(=O)c2ccccc12,-26%,i,?,-15%,-29%,-23%,6%,-17,0.3%
C#Cc1ccc([C@H]2C=C(C(=O)NCc3ccccc3)O[C@@H](OCc3ccc(CO)cc3)C2)cc1,-21%,i,-3%,0%,1%,2%,-3%,0,5.0%
CCOC(=O)CC(=O)CSc1nc(C)nc2c1oc1ccccc12,7%,i,5%,2%,-9%,?,-2%,3,0.5%
COc1cccc(-c2cc(C(=O)NCCc3ccccc3)no2)c1,-1%,i,-3%,12%,-4%,-2%,4%,0,-0.2%
CCCCNC1CCS(=O)(=O)C1 (stereo unspecified),-2%,i,3%,-1%,-2%,-6%,?,26,0.5%
O=C(NCc1ccco1)c1cc2ccccc2c(=O)o1,14%,i,3%,-2%,4%,-4%,-1%,-7,?
COc1cccc2sc(N3CCN(C(=O)c4cccs4)CC3)nc12,-15%,i,-6%,0%,12%,-20%,3%,-14,7.9%
O=C(Oc1ccc(-n2cnnn2)cc1)c1ccccc1,0%,i,2%,0%,-3%,-3%,?,-6,0.3%

# Entries of single compounds as entered above. Screens in order: HepG2 viability | S2 tox | Nrf2 inh | A549 tox | ATXN2 expr inh | TGFb SMAD3 inh | MCF10A rereplic | IL1B secr inh | Nrf2 ARE act
# Shown for COc1cccc(-c2cc(C(=O)NCCc3ccccc3)no2)c1 : -1% | i | -3% | 12% | -4% | -2% | 4% | 0 | -0.2%
# Shown for COc1cccc2sc(N3CCN(C(=O)c4cccs4)CC3)nc12 : -15% | i | -6% | 0% | 12% | -20% | 3% | -14 | 7.9%
# Shown for CCCCNC1CCS(=O)(=O)C1 (stereo unspecified) : -2% | i | 3% | -1% | -2% | -6% | ? | 26 | 0.5%

# Compound activity deposited in PubChem BioAssay by National Center for Advancing Translational Sciences (NCATS).
